High-throughput results (PubChem BioAssay)
BioA inh: BioA (M. tuberculosis) enzyme inhibition | purified M. tuberculosis BioA enzyme, plate reader | inhibition, % at 9.99 µM | 0.096% of 360,000 active; in the data active = inhibition above about 40%
Starred values were filed as active, the others as inactive.

The first 2 records, to show the layout:
SMILES | BioA inh
O=C(O)[C@@H]1[C@@H](CO)[C@@H]2Cn3c(ccc(/C=C/c4ccccc4)c3=O)[C@@H]2N1Cc1ccc2c(c1)OCO2 | 3.6
CN1c2ccc(-c3ccccc3)cc2[C@@H]2[C@@H](CCN2C(=O)NC2CCCC2)[C@H]1CO | -1.2

The list itself (from the top)
SMILES | BioA inh
O=C(O)[C@@H]1[C@@H](CO)[C@@H]2Cn3c(ccc(/C=C/c4ccccc4)c3=O)[C@@H]2N1Cc1ccc2c(c1)OCO2 | 3.6
CN1c2ccc(-c3ccccc3)cc2[C@@H]2[C@@H](CCN2C(=O)NC2CCCC2)[C@H]1CO | -1.2
CCCN(C)C[C@H]1Oc2ncc(-c3cccc(C#N)c3)cc2C(=O)N([C@@H](C)CO)C[C@H]1C | 0.7
Cc1noc(C)c1NC(=O)Nc1ccc2c(c1)C(=O)N([C@@H](C)CO)C[C@@H](C)[C@@H](CN(C)C)O2 | 3.5
C[C@@H](O)C#Cc1ccc([C@@H]2[C@H]3CN(C(=O)c4ccc5c(c4)OCO5)CCCCN3[C@H]2CO)cc1 | 3.2
CC=Cc1ccc2n(c1=O)C[C@@H]1[C@@H](CO)[C@H](C(=O)Nc3nccs3)N(C(=O)CC)[C@H]21 (mixture of isomers) | -1.8
CCNC(=O)C[C@H]1CC[C@@H]2[C@H](COC[C@@H](O)CN2C(=O)c2cccnc2)O1 | -2.6
O=C(NCCc1ccccc1)[C@H]1[C@H](CO)[C@H]2Cn3c(cccc3=O)[C@@H]1N2CC1CC1 | -0.2
OC[C@@H]1[C@H](c2ccc(-c3cccnc3)cc2)[C@@H]2CN(Cc3ccccn3)CCCCN12 | 5.3
O=C(C1CCOCC1)N1C[C@@H]2[C@H](c3ccccc31)[C@@H](CO)N2Cc1ccccc1 | -1.9
Cc1ccc(S(=O)(=O)N(C)C[C@H]2Oc3c(NC(=O)c4cc(C)nn4C)cccc3C(=O)N([C@@H](C)CO)C[C@H]2C)cc1 | 0.0
CNC[C@@H]1Oc2c(NC(=O)Nc3ccc(OC)cc3)cccc2C(=O)N([C@H](C)CO)C[C@@H]1C | 1.9
COc1ccccc1S(=O)(=O)N[C@@H]1CC[C@H](CC(=O)N2CCN(C)CC2)O[C@H]1CO | -2.2
CN1[C@@H]2CN(C(=O)C3CCCCC3)c3ccccc3[C@@H]2[C@@H]1CO | 5.9
C[C@@H]1CN([C@@H](C)CO)C(=O)Cc2cc(NC(=O)C3CC3)ccc2O[C@H]1CN(C)Cc1ccc2c(c1)OCO2 | 8.0

A stretch of the results above, for reference:
SMILES | BioA inh
O=C(O)[C@@H]1[C@@H](CO)[C@@H]2Cn3c(ccc(/C=C/c4ccccc4)c3=O)[C@@H]2N1Cc1ccc2c(c1)OCO2 | 3.6
CN1c2ccc(-c3ccccc3)cc2[C@@H]2[C@@H](CCN2C(=O)NC2CCCC2)[C@H]1CO | -1.2
CCCN(C)C[C@H]1Oc2ncc(-c3cccc(C#N)c3)cc2C(=O)N([C@@H](C)CO)C[C@H]1C | 0.7
Cc1noc(C)c1NC(=O)Nc1ccc2c(c1)C(=O)N([C@@H](C)CO)C[C@@H](C)[C@@H](CN(C)C)O2 | 3.5
C[C@@H](O)C#Cc1ccc([C@@H]2[C@H]3CN(C(=O)c4ccc5c(c4)OCO5)CCCCN3[C@H]2CO)cc1 | 3.2
CC=Cc1ccc2n(c1=O)C[C@@H]1[C@@H](CO)[C@H](C(=O)Nc3nccs3)N(C(=O)CC)[C@H]21 (mixture of isomers) | -1.8
CCNC(=O)C[C@H]1CC[C@@H]2[C@H](COC[C@@H](O)CN2C(=O)c2cccnc2)O1 | -2.6

Further compounds:
SMILES | BioA inh
CO[C@H](CN(C)Cc1nccs1)[C@@H](C)CN([C@H](C)CO)S(=O)(=O)c1ccc(F)cc1 | -0.1
C[C@@H]1CN([C@@H](C)CO)C(=O)c2cc(NC(=O)C3CCCCC3)ccc2O[C@@H](C)CCCCO[C@H]1CN(C)S(=O)(=O)c1ccccc1 | -1.3
COc1cccc(S(=O)(=O)N[C@H]2CC[C@H](CC(=O)NC3Cc4ccccc4C3)O[C@H]2CO)c1 | -3.6
COC(=O)C[C@@H]1CC[C@@H]2[C@H](COc3ccc(NC(=O)c4ccc(C(F)(F)F)cc4)cc3C(=O)N2C)O1 | 1.0
C[C@@H]1CN([C@H](C)CO)C(=O)c2cc(NC(=O)Nc3ccc(C(F)(F)F)cc3)ccc2O[C@@H]1CN(C)C(=O)Nc1ccc2c(c1)OCO2 | -2.9
C[C@@H]1CN([C@H](C)CO)C(=O)Cc2cc(NS(=O)(=O)c3ccccc3)ccc2O[C@H]1CN(C)C | -1.5
CCC(=O)Nc1ccc2c(c1)OC[C@H](C)N(Cc1ccccc1F)C[C@H](C)[C@H](OC)CN(C)C2=O | 1.8
CC(C)NC(=O)Nc1ccc2c(c1)C(=O)N([C@@H](C)CO)C[C@H](C)[C@H](CN(C)S(=O)(=O)c1cccs1)OCCCC[C@@H](C)O2 | 1.7
O=C(C[C@H]1C=C[C@H](NC(=O)Nc2ccc3c(c2)OCO3)[C@@H](CO)O1)NCc1ccc(F)cc1 | 1.3
COCC(=O)Nc1ccc2c(c1)C(=O)N(C)[C@@H]1CC[C@H](CC(=O)Nc3cn(C)nc3C)O[C@@H]1CO2 | 7.7
C[C@@H]1CN([C@@H](C)CO)S(=O)(=O)c2ccc(-c3ccncc3)cc2O[C@@H]1CN(C)Cc1cccnc1 | 0.1
CCC(=O)N(C)C[C@H]1Oc2cc(C#Cc3ccncc3)ccc2S(=O)(=O)N([C@H](C)CO)C[C@H]1C | 0.7
CCCNC(=O)C[C@H]1C[C@@H]2c3cc(NS(=O)(=O)c4cccc(OC)c4)ccc3O[C@@H]2[C@@H](CO)O1 | -0.4
Cc1noc(C)c1NC(=O)Nc1ccc2c(c1)C(=O)N([C@H](C)CO)C[C@H](C)[C@@H](CN(C)Cc1ccc(Cl)c(Cl)c1)OCCCC[C@H](C)O2 | -4.9
O=C(c1ccccc1F)N1CC[C@@H]2[C@@H](CO)Nc3ccc(Br)cc3[C@@H]21 | 23
C/C=C/c1cnc2c(c1)C(=O)N([C@@H](C)CO)C[C@@H](C)[C@H](CN(C)S(=O)(=O)c1ccccc1)O2 | 2.5
C[C@@H]1CN([C@@H](C)CO)C(=O)c2cccc(NS(C)(=O)=O)c2O[C@H]1CN(C)C(=O)Nc1ccc2c(c1)OCO2 | 0.3
Cc1noc(C)c1S(=O)(=O)Nc1ccc2c(c1)C(=O)N([C@H](C)CO)C[C@@H](C)[C@H](CN(C)CC1CCCCC1)O2 | 3.4
C[C@@H]1CCCCO[C@@H](CN(C)S(=O)(=O)c2cccs2)[C@H](C)CN([C@H](C)CO)C(=O)c2cc(NS(=O)(=O)c3ccc(Cl)cc3)ccc2O1 | -1.9
C[C@H](CO)N1C[C@H](C)[C@@H](CN(C)C(=O)C2CC2)Oc2cc(C#CC3CCCC3)ccc2S1(=O)=O | 0.3
COc1ccc(S(=O)(=O)Nc2cccc3c2O[C@@H](CN(C)C(=O)Nc2c(C)noc2C)[C@H](C)CN([C@H](C)CO)C3=O)cc1 | 4.3
CCCNC(=O)C[C@H]1C[C@@H]2c3cc(NC(=O)Nc4ccc(F)cc4)ccc3O[C@@H]2[C@H](CO)O1 | -0.7
C[C@H]1CN([C@@H](C)CO)S(=O)(=O)c2ccc(/C=C/c3ccccc3)cc2O[C@H]1CN(C)C(=O)c1ccccc1 | -2.5
C/C=C/c1ccc([C@@H]2[C@@H](CO)N(C(=O)C3CC3)[C@H]2CN(C)C(C)=O)cc1 | 1.9
O=C(Nc1ccc(Cl)cc1)N[C@H]1CC[C@@H](CCn2cc(Cc3ccccc3)nn2)O[C@H]1CO | 0.1
CCCNC(=O)N(C)C[C@@H]1Oc2ncc(C#CC3(O)CCCC3)cc2C(=O)N([C@H](C)CO)C[C@@H]1C | -1.6
Cc1noc(C)c1NC(=O)Nc1cccc2c1O[C@@H](CN(C)C(=O)NC(C)C)[C@H](C)CN([C@H](C)CO)C2=O | 0.6
CNC(=O)C[C@@H]1CC[C@H]2[C@@H](COc3ccc(NS(=O)(=O)c4ccc(F)cc4)cc3C(=O)N2C)O1 | -1.2
C[C@H]1CN([C@@H](C)CO)C(=O)c2cc(C#CCN(C)C)cnc2O[C@H]1CN(C)Cc1ccc2c(c1)OCO2 | 3.3
C[C@@H]1CN([C@H](C)CO)C(=O)c2cc(NC(=O)CCN3CCOCC3)ccc2O[C@H]1CN(C)Cc1ccc(C(=O)O)cc1 | 1.1
CO[C@H](CN(C)Cc1ccc2c(c1)OCO2)[C@H](C)CN(C(=O)c1ccccc1)[C@@H](C)CO | -2.3
C[C@@H]1CN([C@H](C)CO)C(=O)c2cc(NC(=O)Nc3cccc4ccccc34)ccc2O[C@H]1CN(C)C(=O)Nc1ccc2c(c1)OCO2 | -3.8
CCC(=O)N(C)C[C@@H]1Oc2cc(-c3cccc(OC)c3)ccc2S(=O)(=O)N([C@@H](C)CO)C[C@@H]1C | 2.2
C[C@@H]1CN([C@H](C)CO)S(=O)(=O)c2ccc(C#C[C@@H](C)O)cc2O[C@@H]1CN(C)Cc1ccccc1 | -0.7
O=C(C[C@@H]1CC[C@@H](NS(=O)(=O)c2ccc(F)cc2)[C@@H](CO)O1)NCCc1ccncc1 | 5.5
CN1CCN(C(=O)C[C@@H]2C[C@H]3c4cc(NC(=O)NC5CCCC5)ccc4O[C@H]3[C@H](CO)O2)CC1 | -0.3
C[C@@H]1CCCCO[C@H](CN(C)C(=O)c2ccccc2)[C@@H](C)CN([C@@H](C)CO)C(=O)c2cc(NC(=O)c3ccccc3)ccc2O1 | -1.1
C[C@@H]1CN([C@H](C)CO)C(=O)c2cc(C3=CCCCC3)cnc2O[C@H]1CN(C)Cc1ccccn1 | 1.4
C[C@H](CO)N1C[C@H](C)[C@H](CN(C)C(=O)Nc2ccc(C(F)(F)F)cc2)Oc2ccc(NC(=O)Nc3ccc4c(c3)OCO4)cc2C1=O | -2.3
COc1ccc(CNC(=O)C[C@H]2CC[C@H](NC(=O)c3ccc4c(c3)OCO4)[C@@H](CO)O2)cc1 | -0.6
CNC[C@@H]1Oc2ccc(NS(=O)(=O)c3c(C)noc3C)cc2CC(=O)N([C@H](C)CO)C[C@@H]1C | -0.3
COCC(=O)N1[C@@H]2c3ccc(-c4ccccc4)c(=O)n3C[C@@H]2[C@@H](CO)[C@@H]1C(=O)Nc1ccccc1 | 3.9
O=C(Nc1ccc(F)cc1)N1C[C@H]2[C@@H](c3ccccc31)[C@H](CO)N2C(=O)c1ccccc1F | -3.4
C[C@@H]1CN([C@@H](C)CO)C(=O)c2cc(NC(=O)C3CCCCC3)ccc2O[C@@H]1CN(C)CC1CCCCC1 | -1.3
Cn1cnc(S(=O)(=O)N2CCCCN3[C@H](CO)[C@@H](c4ccc(-c5ccc(F)cc5)cc4)[C@@H]3C2)c1 | -2.0
Cc1ccccc1S(=O)(=O)N1CCCCN2[C@H](CO)[C@@H](c3ccc(C#CCN(C)C)cc3)[C@@H]2C1 | 5.0
O=C(C[C@@H]1CC[C@@H]2[C@H](COC[C@H](O)CN2C(=O)Nc2ccc(F)cc2)O1)NCCCN1CCOCC1 | -1.1
COc1ccccc1-c1cnc2c(c1)C(=O)N([C@@H](C)CO)C[C@@H](C)[C@H](CN(C)C(C)=O)O2 | -4.5
C[C@@H]1CCCCO[C@H](CN(C)Cc2ccc(C(F)(F)F)cc2)[C@@H](C)CN([C@H](C)CO)C(=O)c2cc(NC(=O)Nc3ccc(F)cc3)ccc2O1 | -2.7
C[C@@H]1CN([C@@H](C)CO)C(=O)Cc2cc(NC(=O)C3CCCCC3)ccc2O[C@@H]1CN(C)C(=O)Nc1ccccc1 | 0.2
C[C@H](CO)N1C[C@H](C)[C@@H](CN(C)S(=O)(=O)c2ccc(Cl)cc2)OCCCC[C@H](C)Oc2ccc(NS(=O)(=O)c3ccc(Cl)cc3)cc2C1=O | -1.9
COc1ccc(S(=O)(=O)N2CC[C@@H]3[C@H](CO)Nc4ccc(Br)cc4[C@@H]32)cc1 | 8.5
Cc1noc(C)c1S(=O)(=O)N(C)C[C@H]1OCCCC[C@H](C)Oc2ccc(NS(=O)(=O)c3cn(C)cn3)cc2C(=O)N([C@@H](C)CO)C[C@@H]1C | -4.6
O=C(Nc1ccccc1F)N1[C@@H](CO)[C@@H]2c3ccccc3NC[C@@H]21 | 1.7
OC[C@H]1[C@@H](c2ccc(-c3ccccc3F)cc2)[C@@H]2CN(Cc3ccncc3)CCCCN12 | 4.0
O=C(C[C@@H]1CC[C@H](NS(=O)(=O)c2cccc(F)c2)[C@@H](CO)O1)NCc1ccc2c(c1)OCO2 | -2.8
C[C@@H]1CCCCO[C@H](CN(C)CC2CC2)[C@H](C)CN([C@@H](C)CO)C(=O)c2cc(NS(=O)(=O)c3ccc(F)cc3)ccc2O1 | -0.4
COc1cccc(S(=O)(=O)Nc2ccc3c(c2)[C@H]2C[C@@H](CC(=O)NCc4cccc(F)c4)O[C@H](CO)[C@H]2O3)c1 | 2.5
Cc1ccc(S(=O)(=O)N(C)C[C@H]2OCCCC[C@@H](C)Oc3ccc(NC(=O)c4ccncc4)cc3C(=O)N([C@@H](C)CO)C[C@@H]2C)cc1 | 0.1
CC(C)NC(=O)N(C)C[C@H]1Oc2ccc(NC(=O)Nc3ccccc3)cc2C(=O)N([C@@H](C)CO)C[C@H]1C | 0.9

(cont.)
SMILES | BioA inh
C[C@H](CO)N1C[C@H](C)[C@H](CN(C)C(=O)C2CCCCC2)OCCCC[C@H](C)Oc2ccc(NS(=O)(=O)c3ccc(Cl)cc3)cc2C1=O | 1.3
CCCNC(=O)N1C[C@@H]2[C@H](c3ccccc31)[C@@H](CO)N2Cc1ccc(F)cc1 | -2.4
CO[C@@H]1CN(C)C(=O)c2cc(NC(=O)NC(C)C)ccc2OC[C@@H](C)N(Cc2ccccc2)C[C@H]1C | 1.9
COc1ccc(NC(=O)Nc2cccc3c2O[C@@H](CN(C)Cc2ccc(C(F)(F)F)cc2)[C@@H](C)CN([C@@H](C)CO)C3=O)cc1 | 0.2
COc1ccc(C#Cc2cnc3c(c2)C(=O)N([C@H](C)CO)C[C@H](C)[C@H](CN(C)S(C)(=O)=O)O3)cc1OC | 1.2

Some of the compounds tested (hit frequency here may not be typical).
